Compound activity deposited in PubChem by National Center for Advancing Translational Sciences (NCATS).
GPT2 inhibitor – inhibitors of human GPT2 alanine aminotransferase; Q8TD30; Recombinant GPT2, coupled pyruvate oxidase/HRP Amplex Red fluorescence; Potency, µM (highest dose often 57.7 µM), for the others: top-dose activity change, negative = inhibition, most hits filed as inhibitors; hit rate 0.25% among 100,000; AID 1671188; further: potency means the concentration at half of the fitted maximal effect; nearly all actives have a fitted effect of over 60% in size; many of its hits are not listed in these tables
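Inhibition is scored from Amplex Red fluorescence generated when pyruvate oxidase and HRP act on pyruvate released by GPT2. Reactions contain 10ng/uL enzyme, 250uM a-KG and 2mM L-alanine and run 30 min at room temperature.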
IP6K1 inhibitor – IP6K1 kinase inhibition | activity change, % (series mostly up to about 58 µM) | hit rate 0.81% among 140,000 | IP6K1 kinase, ADP-Glo luminescence, 2 h; active compounds read low; in the data active means activity change below about -25%
Target sequence (Q92551 whole entry, looked up): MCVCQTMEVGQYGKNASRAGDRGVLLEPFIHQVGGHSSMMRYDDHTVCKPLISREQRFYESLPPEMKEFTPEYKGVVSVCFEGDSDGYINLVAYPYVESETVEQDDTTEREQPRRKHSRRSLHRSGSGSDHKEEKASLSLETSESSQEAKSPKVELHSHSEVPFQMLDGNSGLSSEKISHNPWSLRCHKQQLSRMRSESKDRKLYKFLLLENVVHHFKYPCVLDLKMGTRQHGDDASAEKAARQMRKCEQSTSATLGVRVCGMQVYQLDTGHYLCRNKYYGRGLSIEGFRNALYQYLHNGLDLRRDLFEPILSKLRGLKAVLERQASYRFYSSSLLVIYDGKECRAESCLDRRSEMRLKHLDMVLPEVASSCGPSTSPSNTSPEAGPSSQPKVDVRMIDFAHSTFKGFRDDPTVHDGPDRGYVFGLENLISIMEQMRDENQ
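ADP-Glo luminescence measures ADP made by human IP6K1 during a 2 h RT reaction with ATP/IP6 (mix at 1.3 mM/130 uM); top library doses 57.5 and 19.1 uM final.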
SNCA expr inh – inhibitors of alpha-synuclein (SNCA) gene expression; HEK-293 SNCA-luciferase knock-in, luminescence, 24 h; Potency, µM (titrated, usually from 57.2 µM), without a hit: at the highest dose activity change, negative = inhibition, hits mostly inhibitors; hit rate 0.17% among 140,000;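 further: potency means the concentration at half of the fitted maximal effect; plate controls were DMSO cells for no effect and cell-free wells for full effect; nearly all actives have a fitted effect of over 45% in size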
NIH3T3 tox – cytotoxic compounds in NIH 3T3 cells; NIH 3T3 viability, CellTiter-Glo ATP luminescence, 48-72 h; AID 1345082; hit rate 4.3% among 94,000; Potency, µM (highest dose often 96.7 µM), inactives show at the highest dose activity change, negative = cytotoxicity, most hits filed as inhibitors; further: potency means the concentration at half of the fitted maximal effect; nearly all actives have a fitted effect of over 55% in size
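Cells were seeded at 400 per well, treated with pin-transferred compound, and kept 48 or 72 hr at 37 °C before CellTiter-Glo addition and luminescence imaging of cellular ATP.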
HEK293 viab – cell viability loss counter-screen | hit rate 0.12% among 150,000 | Potency, µM (highest dose often 57.1 µM), inactives show at the highest dose activity change, negative = cytotoxicity, most hits filed as cytotoxic | HEK-293-SNCA-luc viability, GF-AFC fluorescence, 24 h;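 further: potency means the concentration at half of the fitted maximal effect; 0% = DMSO-treated cells and -100% = medium-only wells without cells; nearly all actives have a fitted effect of over 30% in size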
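Cytotoxicity counterscreen: after 24 h compound treatment of genome-edited SNCA-luciferase HEK-293 cells, live-cell protease substrate GF-AFC read by fluorescence after 30 min; activity scaled between DMSO (0%) and medium-only (-100%), curves Hill-fitted.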
FLuc inh – inhibitors of firefly (Photinus pyralis) luciferase. hit rate 2.5% among 76,000. AID 1347043. purified P. pyralis luciferase, luminescence, biochemical. Potency, µM (titrated, usually from 115 µM), for inactives: top-dose activity change, negative = inhibition, most hits filed as inhibitors; further: potency means the concentration at half of the fitted maximal effect; nearly all actives have a fitted effect of over 65% in size
Target sequence (P08659 whole entry, looked up): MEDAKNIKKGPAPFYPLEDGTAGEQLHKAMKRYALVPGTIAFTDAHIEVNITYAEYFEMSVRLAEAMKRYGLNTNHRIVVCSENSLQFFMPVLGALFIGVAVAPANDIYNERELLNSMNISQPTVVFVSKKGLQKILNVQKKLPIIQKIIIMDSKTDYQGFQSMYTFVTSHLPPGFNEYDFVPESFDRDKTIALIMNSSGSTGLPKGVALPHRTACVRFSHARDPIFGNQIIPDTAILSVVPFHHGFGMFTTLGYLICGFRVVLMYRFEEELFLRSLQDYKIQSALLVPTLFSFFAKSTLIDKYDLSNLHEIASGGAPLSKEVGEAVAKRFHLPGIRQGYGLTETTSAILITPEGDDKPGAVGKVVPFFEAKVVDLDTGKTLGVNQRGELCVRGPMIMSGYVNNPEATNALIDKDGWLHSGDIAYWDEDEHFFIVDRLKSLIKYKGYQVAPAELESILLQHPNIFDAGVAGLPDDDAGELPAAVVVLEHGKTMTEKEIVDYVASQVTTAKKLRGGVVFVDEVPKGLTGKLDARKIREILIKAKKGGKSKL
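Biochemical qHTS: compound (6-point titration) added to 10uM D-luciferin plus 10uM ATP in Tris acetate pH 7.5 buffer with Mg, Tween-20 and BSA, then purified enzyme at 10nM; light output imaged.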
HEK cytotox – HEK 293 cell cytotoxicity; HEK 293 viability, ATP luminescence (CellTiter-Glo), 48-72 h; AID 1345083; Potency, µM (titrated, usually from 115 µM), without a hit: top-dose activity change, negative = cytotoxicity, actives largely listed as inhibitors; hit rate 6.6% among 94,000; further: potency means the concentration at half of the fitted maximal effect; nearly all actives have a fitted effect of over 60% in size
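HEK 293 cells at 250 cells/well were exposed to compounds by pintool transfer for 48 or 72 hr at 37 degree Celsius, 5% CO2. Viability was read as ATP-coupled luminescence with CellTiter-Glo after 10 min at room temperature.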
Starred values were filed as active, the others as inactive; i = inactive; ? = inconclusive; . = not tested or not shown; [ ] = dose if it differs, or a comment. Unless noted, the call rests on the fitted dose curve; in most records, active means well fitted curve in the direction sought with a large enough effect; inconclusive means small, poorly fitted or top-dose-only effect, or another doubt; inactive means no such curve, though single readings can be large; an effect the other way counts as inactive or inconclusive. Unless noted, on the % scale 0 is the no-effect control and ±100 the full control effect.

SMILES	GPT2 inhibitor	IP6K1 inhibitor	SNCA expr inh	NIH3T3 tox	HEK293 viab	FLuc inh	HEK cytotox
CCc1cnc(N)nc1N1CCC(N2CCOCC2)CC1	i	12.7	-19.7%	-16.8%	4.4%	1.4%	-7.2%
COc1ccc2[nH]c3c(c2c1)CCNC31CCN(C(=O)c2ccc(OC)nc2)CC1	-24.0%	-2.3	28.4%	?	-6.9%[12.5 µM]	-11.5%	?
C=CCOC(=O)C1=C(C)N(Cc2ccc(F)c(F)c2)C(=O)CC1c1ccccc1Cl (configuration not stated)	-3.4%	-4.4	7.7%	?	9.8%	-6.3%	?
Cc1nn(-c2ccc(Cl)cc2)c2nc(-c3cccnc3)cc(C(F)(F)F)c12	.	-11.2	-13.5%	.	0.3%	.	.
COc1ccccc1-c1ncc[nH]1	-11.6%[88.5 µM]	1.3	18.7%[87.6 µM]	1.4%[230 µM]	2.1%[87.6 µM]	.	i
Cc1occc1C(=O)n1ccnc1	-6.8%	-11.3	.	.	?	.	.
COc1ncccc1-c1cnc2[nH]cc(CC(N)=O)c2c1	4.3%[88.5 µM]	-29.2*	68.6%[activator][87.6 µM]	?	2.4%[87.6 µM]	-3.2%[230 µM]	-10.5%[230 µM]
CN(C)S(=O)(=O)N1CCn2nc(CN3CCCOCC3)cc2C1	i	-10.0	2.2%	-5.2%	-4.5%	-14.1%	0.1%
Cc1ccc(NC(=O)Nc2nnc(SCC(=O)N(C(C)C)C(C)C)s2)cc1	.	1.5	-14.9%	.	-11.1%	.	.
Cn1nc(C2CCNC2)c2c(C(=O)NCc3ccncc3)cc(C3CC3)nc21 (configuration not stated)	-10.4%	-4.5	-14.5%	i	4.8%	.	i
O=C(Nc1ccccc1)N1CCc2c(c3ccccc3n2CC2CC2)C1	-13.7%	-1.9	14.0%	?	-17.2%	?	?
O=C1CO[C@H]2CCN(Cc3ccc(O)cc3)CC[C@@H]2N1c1ccccc1	-5.4%[88.5 µM]	52.7	15.1%[87.6 µM]	?	5.4%[87.6 µM]	17.2%[172 µM]	?

Next section, starting with the last 2 of the part before.
SMILES	GPT2 inhibitor	IP6K1 inhibitor	SNCA expr inh	NIH3T3 tox	HEK293 viab	FLuc inh	HEK cytotox
O=C(Nc1ccccc1)N1CCc2c(c3ccccc3n2CC2CC2)C1	-13.7%	-1.9	14.0%	?	-17.2%	?	?
O=C1CO[C@H]2CCN(Cc3ccc(O)cc3)CC[C@@H]2N1c1ccccc1	-5.4%[88.5 µM]	52.7	15.1%[87.6 µM]	?	5.4%[87.6 µM]	17.2%[172 µM]	?
CN1C(=O)Cc2cc(S(=O)(=O)CCC(=O)N3CCN(c4ccc(Cl)cc4)CC3)ccc21	.	8.2	-12.1%	.	-5.0%	.	.
COc1cccc(C(=O)NCCNC(=O)c2ccc(-c3cccc(OC)c3)cc2)c1	.	12.7	.	?	.	.	?
O=C(NCCCc1ccccc1)c1ccc2nnc(-c3ccc(Cl)cc3)n2c1	-0.7%	15.6	0.7%	?	3.0%	.	?
COc1ccc(-c2ccc3nnc(CNC(=O)c4cccc(OC)c4)n3n2)cc1	-11.0%	13.6	-14.0%	-0.4%	-1.1%	1.8%	2.3%
COC[C@H]1C[C@@H](NCc2nccs2)[C@H](O)[C@@H]1O	i	-4.8	0.8%[87.6 µM]	i	2.2%[87.6 µM]	2.0%[172 µM]	i
COCCN1C(=O)c2cccn2CC1CNC(=O)c1ccc(F)cc1 (configuration not stated)	i	-6.9	?	1.8%	-3.2%	6.3%	-0.6%
COCCN1C(=O)[C@H]2CN(Cc3ccccc3C)C[C@H]2C1=O	i	-15.6	-6.1%	-14.0%	7.3%	8.5%	?
COc1ccccc1-c1ccc(CN2CCCCC2C(=O)NCc2ccc(C(F)(F)F)cc2)cc1 (configuration not stated)	-8.5%	4.6	-18.6%	?	0.8%	.	?
COCCN1CC(C(=O)N2CCC(O)(c3ccc(F)cc3)CC2)CCC1=O (configuration not stated)	i	-5.4	5.8%	4.4%	-13.1%	4.8%	1.5%
Cc1cccc(-n2nc(-c3c(C)nc4scc(CC(=O)NCCc5ccccc5)n4c3=O)cc2C)c1	i	-3.7	19.4%	?	-2.9%	-18.0%	?
COc1ccc(CN2C(=O)COC[C@H]2C(=O)Nc2ccc(C(C)C)cc2)c(OC)c1	i	9.5	11.1%	?	7.9%	18.0%	?
CCc1ccc(CNC(=O)Cn2nc(C)c3sc(C(C)C)nc3c2=O)cc1	3.4%	5.2	16.3%	-7.7%	7.1%	?	-7.1%
COC(=O)CNC(=O)c1cc(-c2cnccc2Cl)c2cccn2n1	0.5%	-9.1	-26.4%	-24.8%	-7.8%	.	1.7%
CC(=O)N1CCc2cc(Br)cc(S(=O)(=O)N3CCN(c4cccc(C)c4)C(C)C3)c21 (configuration not stated)	.	-0.6	?	.	22.7%	.	.
O=C(C1CCCN1C(=O)c1cccc(-c2ccccn2)c1)N1CCN(c2ncccn2)CC1 (configuration not stated)	-13.3%	3.8	-15.6%	-24.7%	4.2%	.	-9.5%
Cc1cccc(N2CCN(S(=O)(=O)c3nnc(NC(=O)c4ccc(Cl)cc4)s3)CC2)c1	.	18.8	-11.4%	.	-0.6%	.	.
COc1cccc(C(=O)Nc2cccc(-c3nnc4n3CCCC4)c2)c1	4.2%	29.9	?	-15.8%	?	-15.2%	-22.6%
O=C(NCc1nnc2n1C(C(=O)NCc1ccc(F)cc1)CC2)C1CC1 (configuration not stated)	i	0.5	4.9%	1.0%	-1.4%	.	1.7%
O=C(c1ccc(F)cc1)N1CC[C@H](c2nc3ccc(F)cc3[nH]2)C1	-16.8%[88.5 µM]	22.3	2.9%[87.6 µM]	-24.0%[174 µM]	-3.7%[87.6 µM]	4.5%[172 µM]	-29.5%[172 µM]
COc1ccc(-c2nc(C)nc3c2CN(C(=O)c2cccc(Cl)c2)CC3)cc1	i	-4.9	15.2%	?	-24.2%	.	?
COc1ccc(-c2cccc(NS(=O)(=O)c3cc(C)c(Cl)cc3C)c2)nn1	.	-7.8	-4.4%	.	0.2%	.	.
CCc1ccc(Oc2c(C(F)(F)F)oc3c(CN4CCCC(C)C4)c(O)ccc3c2=O)cc1 (configuration not stated)	.	5.1	-3.8%	.	12.9%	.	.
Cc1ccc(C)c(Cn2c(-c3ccc(F)cc3)nc(C)c(CCO)c2=O)c1	i	-5.0	-7.2%	?	8.9%	-3.4%	?
Cc1cc(F)ccc1NC(=O)CN1C(=O)CCc2cc(S(=O)(=O)N3CCOCC3)ccc21	.	5.6	22.5%	.	2.3%	.	.
COc1ccc(-c2cc3nc4c(c(=O)n3[nH]2)CN(C(=O)CCCc2nc3ccccc3s2)CC4)cc1	i	0.0	?	-10.2%	3.5%	-9.1%	?
CCNC(=O)N1CC(C(=O)NCc2cccc(F)c2)CC(c2ccc(F)c(C)c2)C1 (configuration not stated)	1.9%	2.4	10.2%	?	2.8%	-1.6%	?
CN1CCC(Cc2ccc(C(=O)O)cc2)CC1	-1.0%	-15.1	11.8%	4.7%	-3.9%	-1.1%	i
COc1cc2c(cc1OC)C(c1cc(OC)c(O)c(OC)c1)CC(=O)N2 (configuration not stated)	.	7.5	-6.8%	.	-2.5%	.	.
COc1cccc2c1OCC(CNC(=O)c1sc(C)nc1C)C2 (configuration not stated)	-13.7%	11.3	0.3%	-30.8%	-3.5%	10.9%	?
COc1ccc(OC)c(NC(=O)Cn2ccn3nc4c(c3c2=O)CCCCC4)c1	-7.2%	20.6	-11.3%	-11.5%	?	-13.6%	?
CO[C@@H]1COCC[C@H]1NC(=O)CN(c1ccc(C)cc1)S(C)(=O)=O	-7.2%	6.7	10.2%	-2.2%	-1.5%	3.5%	-3.7%
O=C(c1cccc(Cl)c1)N1CCC(C(=O)N2CCCC2c2nc3ccncc3[nH]2)CC1 (configuration not stated)	i	-5.2	19.2%	-7.3%	-12.9%	.	i
COc1ccc(NC(=O)COCc2cc(-c3cccs3)on2)cc1	.	-15.9	-4.8%	.	2.4%	.	.
COc1ccc(C2Cn3nnc(-c4nc(-c5ccccc5Br)no4)c3CO2)cc1 (configuration not stated)	i	-7.2	5.3%	-7.7%	7.6%	-8.4%	-2.2%
Cc1nonc1CN(C)C(=O)C1CCCN(C2CCN(C(=O)C3CC3)CC2)C1 (configuration not stated)	0.1%	15.3	-2.2%	-19.6%	5.5%	-6.0%	-23.7%
O=C(CC1CCCC1)NCC1CCC(=O)N(Cc2ccccc2)CC1 (configuration not stated)	i	23.8	?	-23.2%	4.9%	.	?
O=C(Nc1cccc(C(=O)OCc2cc(=O)n3c4c(sc3n2)CCCC4)c1)c1ccccc1	.	10.8	7.5%	.	-10.7%	.	.
Cc1cc(C)c2c(=O)cc(C(=O)Nc3nc4ccc(F)cc4s3)oc2c1	.	-4.0	47.0%[activator]	.	9.9%	.	.

Part of the list above, reformatted.
| SMILES | GPT2 inhibitor | IP6K1 inhibitor | SNCA expr inh | NIH3T3 tox | HEK293 viab | FLuc inh | HEK cytotox |
| --- | --- | --- | --- | --- | --- | --- | --- |
| CCc1cnc(N)nc1N1CCC(N2CCOCC2)CC1 | i | 12.7 | -19.7% | -16.8% | 4.4% | 1.4% | -7.2% |
| COc1ccc2[nH]c3c(c2c1)CCNC31CCN(C(=O)c2ccc(OC)nc2)CC1 | -24.0% | -2.3 | 28.4% | ? | -6.9%[12.5 µM] | -11.5% | ? |
| C=CCOC(=O)C1=C(C)N(Cc2ccc(F)c(F)c2)C(=O)CC1c1ccccc1Cl (configuration not stated) | -3.4% | -4.4 | 7.7% | ? | 9.8% | -6.3% | ? |
| Cc1nn(-c2ccc(Cl)cc2)c2nc(-c3cccnc3)cc(C(F)(F)F)c12 | . | -11.2 | -13.5% | . | 0.3% | . | . |
| COc1ccccc1-c1ncc[nH]1 | -11.6%[88.5 µM] | 1.3 | 18.7%[87.6 µM] | 1.4%[230 µM] | 2.1%[87.6 µM] | . | i |
| Cc1occc1C(=O)n1ccnc1 | -6.8% | -11.3 | . | . | ? | . | . |
| COc1ncccc1-c1cnc2[nH]cc(CC(N)=O)c2c1 | 4.3%[88.5 µM] | -29.2* | 68.6%[activator][87.6 µM] | ? | 2.4%[87.6 µM] | -3.2%[230 µM] | -10.5%[230 µM] |
| CN(C)S(=O)(=O)N1CCn2nc(CN3CCCOCC3)cc2C1 | i | -10.0 | 2.2% | -5.2% | -4.5% | -14.1% | 0.1% |
| Cc1ccc(NC(=O)Nc2nnc(SCC(=O)N(C(C)C)C(C)C)s2)cc1 | . | 1.5 | -14.9% | . | -11.1% | . | . |
| Cn1nc(C2CCNC2)c2c(C(=O)NCc3ccncc3)cc(C3CC3)nc21 (configuration not stated) | -10.4% | -4.5 | -14.5% | i | 4.8% | . | i |
| O=C(Nc1ccccc1)N1CCc2c(c3ccccc3n2CC2CC2)C1 | -13.7% | -1.9 | 14.0% | ? | -17.2% | ? | ? |
| O=C1CO[C@H]2CCN(Cc3ccc(O)cc3)CC[C@@H]2N1c1ccccc1 | -5.4%[88.5 µM] | 52.7 | 15.1%[87.6 µM] | ? | 5.4%[87.6 µM] | 17.2%[172 µM] | ? |

The order is random; about 7.8% have a hit in one of these screens.
